RBBP9 inhibitor: inhibitors of human serine hydrolase RBBP9 | inhibition, % at 7.94 µM | actives 0.2% (n = 220,000) | recombinant RBBP9, FP-Rh probe fluorescence polarization | AID 1515 | O75884;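 active = inhibition above the campaign mean of all tested compounds plus 3 SD, cut at about 14% in these data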;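 also: plate controls were DMSO wells with RBBP9 for no effect and wells lacking RBBP9 protein for full effect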
Target sequence (O75884 whole entry, looked up): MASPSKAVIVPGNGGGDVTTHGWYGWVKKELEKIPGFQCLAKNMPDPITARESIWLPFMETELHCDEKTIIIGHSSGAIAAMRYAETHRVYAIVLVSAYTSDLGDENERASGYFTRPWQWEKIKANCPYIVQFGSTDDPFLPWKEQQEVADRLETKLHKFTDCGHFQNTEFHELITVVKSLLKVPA
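Measured by – fluorescence polarization · Test system – RBBP9 protein · Input – 2.5 µM RBBP9 dispensing solution, before mixing · Measure – percent inhibition from mP, scaled between DMSO and no-protein wells · Benchmarks – DMSO-treated enzyme wells and wells lacking RBBP9 · Times – preincubation 30 min plus labeling 45 min at 25 °C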
BaF3 tox: parental Ba/F3 viability inhibition as JAK2V617F counter-screen. actives 1.1% (n = 220,000). CellTiter-Glo ATP luminescence. inhibition, % at 5.6 µM;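 active = inhibition above a per-campaign cutoff, the mean inhibition of all tested compounds plus 3 SD, cut at about 27% in these data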;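 also: 0% = DMSO wells and 100% = JAK Inhibitor I control wells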
NCF1 inh: inhibitors of human p47phox binding. p47phox/p22phox peptide binding, fluorescence polarization, 2 h. inhibition, % at 24.7 µM. actives 0.53% (n = 220,000). P14598;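 active = inhibition above about 30%, limit read from the data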;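 also: 0% = p47phox with labelled peptide and 100% = labelled peptide alone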
Target sequence (P14598 whole entry, looked up): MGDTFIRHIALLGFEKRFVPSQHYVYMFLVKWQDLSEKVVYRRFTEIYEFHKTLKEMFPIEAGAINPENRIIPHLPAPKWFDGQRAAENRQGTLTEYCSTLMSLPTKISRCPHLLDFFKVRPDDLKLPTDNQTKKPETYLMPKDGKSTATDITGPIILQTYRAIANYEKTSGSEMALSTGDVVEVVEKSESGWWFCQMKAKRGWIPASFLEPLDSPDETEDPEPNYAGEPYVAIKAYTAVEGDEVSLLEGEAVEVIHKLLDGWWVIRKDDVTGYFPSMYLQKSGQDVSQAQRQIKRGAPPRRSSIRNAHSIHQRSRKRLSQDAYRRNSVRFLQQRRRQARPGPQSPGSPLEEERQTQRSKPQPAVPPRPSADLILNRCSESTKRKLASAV
Ba/F3 V617F tox: loss of viability in JAK2V617F-driven Ba/F3 cells; inhibition, % at 5.6 µM; actives 1.1% (n = 220,000); Ba/F3 EpoR-JAK2V617F viability, ATP luminescence; AID 1446;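 active = inhibition above the campaign mean plus 3 SD over all tested compounds, cut at about 24% in these data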;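 also: cytokine-independent growth of Ba/F3 cells driven by EpoR plus mutant JAK2; 0% = DMSO-treated cells and 100% = JAK inhibitor I control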
PPC-1+TRAIL kill: compounds killing PPC-1 cancer cells with TRAIL present (potentiator screen, no TRAIL-free arm); PPC-1 cells + TRAIL, ATPLite viability luminescence; cell killing (% activity), % at 4 µM; actives 0.41% (n = 220,000); AID 1443;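 active = cell killing above 50% in the first pass at 4 µM, then a duplicate retest at 5 µM averaging 50% or more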;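 also: plate controls were cells with TRAIL plus DMSO for no effect and medium-only wells lacking cells for full effect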
PGE2 EP2 inh: EP2 receptor (human) inhibition | inhibition, % at 25 µM | C6 glioma cells expressing human EP2, cAMP TR-FRET; cells stimulated with saturating PGE2 | actives 0.52% (n = 260,000) | AID 1422 | P43116;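 active = percent inhibition above 40 after rounding to a whole number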;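 also: rat C6 glioma host cells with rolipram phosphodiesterase inhibitor present; the protocol text gives 20 µM as final concentration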
Target sequence (P43116 whole entry, looked up): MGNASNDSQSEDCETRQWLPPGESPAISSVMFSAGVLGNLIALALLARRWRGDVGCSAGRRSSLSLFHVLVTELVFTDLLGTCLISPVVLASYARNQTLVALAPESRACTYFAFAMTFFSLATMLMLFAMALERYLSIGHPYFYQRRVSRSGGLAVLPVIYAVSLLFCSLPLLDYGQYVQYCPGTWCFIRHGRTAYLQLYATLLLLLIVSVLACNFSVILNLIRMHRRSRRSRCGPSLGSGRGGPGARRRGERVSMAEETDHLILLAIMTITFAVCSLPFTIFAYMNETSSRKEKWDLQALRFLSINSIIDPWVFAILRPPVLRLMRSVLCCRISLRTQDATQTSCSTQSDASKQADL
Furin inh: inhibitors of human furin; P09958; purified furin, fluorogenic substrate cleavage; inhibition, % at 30 µM; actives 0.061% (n = 220,000); AID 463115; in the data active = inhibition above about 25%; also: inactives centre near -15
TbHK1 inh: blocks Trypanosoma brucei hexokinase 1 activity; recombinant TbHK1, G6PDH-coupled NADH A340; inhibition, % at 10 µM; actives 0.11% (n = 220,000); AID 1430;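 active = inhibition of 50% or more in the single-dose primary screen; inactive = inhibition below 50%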
p97 inhibitor: inhibitors of human p97 ATPase | inhibition, % at 8 µM | actives 0.42% (n = 220,000) | recombinant p97 ATPase, Kinase-Glo ATP luminescence, 3 h | P55072 | AID 1481; in the data active = inhibition above about 15%;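 also: 0% = DMSO vehicle and 100% = wells lacking enzyme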
The depositor's hits bear a star; / = not tested or not shown; [ ] = remark or other dose.

1) CCOc1ccc(CCNC(=O)Cn2c(=O)oc3ccccc32)cc1OCC
2) CCCN1CC23C=CC(O2)C(C(=O)O)C3C1=O (stereo unspecified)
3) COCCn1c(-c2ccc(Br)cc2)nc2oc3cc(OC)ccc3c(=O)c2c1=O
4) Cc1noc(C)c1COc1cccc(C(=O)Nc2ccc(C#N)cc2)c1
5) O=C(/C=C/c1ccc(Cl)cc1)NC(=S)Nc1ccc(NC(=O)c2ccco2)cc1
6) Cc1ccc([N+](=O)[O-])cc1NC(=O)Nc1cccc(F)c1

Screen / compound no.,1,2,3,4,5,6
RBBP9 inhibitor,-6,6,-6,-8,1,-7
BaF3 tox,1,2,-1,9,-2,37*
NCF1 inh,-10,-2,-4,-14,-32,-15
Ba/F3 V617F tox,-2,-2,-2,-1,-5,40*
PPC-1+TRAIL kill,21,10,-6,-2,3,21
PGE2 EP2 inh,7,8,6,2,9,18
Furin inh,-3[20 µM],-9,-16,-7[20 µM],-22,-10
TbHK1 inh,3,2,-24,3,-19,-6
p97 inhibitor,2,3,1,4,5,3

Sorted by length of the SMILES (descending): part of the list above
5) O=C(/C=C/c1ccc(Cl)cc1)NC(=S)Nc1ccc(NC(=O)c2ccco2)cc1
3) COCCn1c(-c2ccc(Br)cc2)nc2oc3cc(OC)ccc3c(=O)c2c1=O
4) Cc1noc(C)c1COc1cccc(C(=O)Nc2ccc(C#N)cc2)c1
6) Cc1ccc([N+](=O)[O-])cc1NC(=O)Nc1cccc(F)c1
2) CCCN1CC23C=CC(O2)C(C(=O)O)C3C1=O (stereo unspecified)

Screen / compound no.,5,3,4,6,2
RBBP9 inhibitor,1,-6,-8,-7,6
BaF3 tox,-2,-1,9,37*,2
NCF1 inh,-32,-4,-14,-15,-2
Ba/F3 V617F tox,-5,-2,-1,40*,-2
PPC-1+TRAIL kill,3,-6,-2,21,10
PGE2 EP2 inh,9,6,2,18,8
Furin inh,-22,-16,-7[20 µM],-10,-9
TbHK1 inh,-19,-24,3,-6,2
p97 inhibitor,5,1,4,3,3

Remaining list, next part
7) CCOC(=O)N1CCN(C(=O)CSc2ccc(-c3ccc(OC)cc3)nn2)CC1
8) COc1cccc(CNc2cnc3ccccc3c2)c1O
9) CC1CCCN(CC(O)COCc2ccc3c(c2)OCO3)C1 (stereo unspecified)
10) CC(C)Cn1c(=O)c(C(=O)Nc2cnccn2)c(O)c2ccccc21
11) CCCCOC(=O)C1=C(C)Nc2ncnn2C1c1ccc(OC)c(OC)c1 (stereo unspecified)
12) CC1(C)NC(C)(C)/C(=C\c2cccs2)C(=O)C1=O

Screen / compound no.,7,8,9,10,11,12
RBBP9 inhibitor,-7,-6,-8,-6,-4,-4
BaF3 tox,0,3,5,0,1,0
NCF1 inh,-2,-4,/,-18,-5,-9
Ba/F3 V617F tox,-3,-1,2,-2,4,0
PPC-1+TRAIL kill,32,18,3,24,13,2
PGE2 EP2 inh,6,9,2,7,4,14
Furin inh,-19,-19[20 µM],-40,-18,-10,-11
TbHK1 inh,-2,-3,-1,-2,1,-8
p97 inhibitor,3,-4,1,4,-8,-1

Rewritten with tabs: 2 of the compounds above
entry	molecule	RBBP9 inhibitor	BaF3 tox	NCF1 inh	Ba/F3 V617F tox	PPC-1+TRAIL kill	PGE2 EP2 inh	Furin inh	TbHK1 inh	p97 inhibitor
8	COc1cccc(CNc2cnc3ccccc3c2)c1O	-6	3	-4	-1	18	9	-19[20 µM]	-3	-4
9	CC1CCCN(CC(O)COCc2ccc3c(c2)OCO3)C1 (stereo unspecified)	-8	5	/	2	3	2	-40	-1	1

Following part
13) COc1ccc(NC(=O)C(=O)N/N=C/c2cc(C)n(-c3cccc(Cl)c3Cl)c2C)c(OC)c1
14) CCOC(=O)c1cc2nc(-c3ccco3)cc(C(F)(F)F)n2n1
15) O=C(CCSCCC(=O)NCc1ccco1)NCc1ccco1
16) CC(=O)c1c(C)n([O-])c2ccc(C)cc2[n+]1=O
17) CC(=O)c1cccc(NC(=O)N2CCCC(C(=O)c3cc(F)ccc3F)C2)c1 (stereo unspecified)
18) Cc1cc(C(=O)Cn2c(CO)nc3ccccc32)c(C)n1C

Screen / compound no.,13,14,15,16,17,18
RBBP9 inhibitor,-2,-3,-4,-1,-3,-1
BaF3 tox,2,-1,-5,6,7,2
NCF1 inh,-24,0,-9,-19,-3,-18
Ba/F3 V617F tox,-1,-4,-5,3,1,-3
PPC-1+TRAIL kill,15,8,-6,-4,-7,19
PGE2 EP2 inh,7,13,18,5,11,8
Furin inh,-9[20 µM],-2[20 µM],-16,-13,-18,-31
TbHK1 inh,-41,-16,3,-17,3,-10
p97 inhibitor,0,4,2,-2,-3,4

19) CCc1ccc(Oc2nc([N+](=O)[O-])nn2C)cc1
20) Cc1cc(C)cc(NC(=S)NCc2ccc3c(c2)OCO3)c1
21) COc1ccc(C2=[N+]([O-])C(C)(C)C(c3ccccc3)=N2)cc1
22) C=CCn1c(C(CCCC)CC(O)COCC(C)C)n[nH]c1=S (stereo unspecified)
23) Cc1cc(=O)oc2n[nH]c(-c3ccccc3)c12
24) Cc1cc(C)c2cc(C(c3nnnn3CC3CCCO3)N3CCN4CCCC4C3)c(=O)[nH]c2c1 (stereo unspecified)

Screen / compound no.,19,20,21,22,23,24
RBBP9 inhibitor,-4,0,-5,-4,-2,-6
BaF3 tox,0,5,7,6,1,3
NCF1 inh,1,/,-8,2,-8,-14
Ba/F3 V617F tox,-2,2,2,3,-2,-5
PPC-1+TRAIL kill,20,/,-1,-15,4,-20
PGE2 EP2 inh,3,10,4,1,/,19
Furin inh,-16,5[20 µM],-1,-18,-11,-30
TbHK1 inh,-3,1,-7,4,-10,-16
p97 inhibitor,-2,3,2,-3,6,2

25) CC(NC(=O)Cc1ccc(F)cc1)c1ccc(F)cc1 (stereo unspecified)
26) CNC(=O)c1c(NC(=O)c2cc(-c3cc(C)c(C)cc3O)n[nH]2)sc2c1CCCC2
27) O=C(NC(C(=O)N/N=C/c1cccc2ccccc12)c1n[nH]c(=O)c2ccccc12)c1ccccc1 (stereo unspecified)
28) CC(=O)Oc1ccc(C(=O)Nn2cnnc2)cc1
29) COC(=O)Nc1ccc(S(=O)(=O)Nc2ccc(C(=O)O)cc2)cc1
30) CCCS(=O)(=O)n1nc(-c2ccc(OC)cc2)cc1N

Screen / compound no.,25,26,27,28,29,30
RBBP9 inhibitor,2,7,-39,-2,3,-7
BaF3 tox,4,-10,5,6,-2,3
NCF1 inh,-6,3,-9,/,5,3
Ba/F3 V617F tox,2,-5,-3,1,-5,-3
PPC-1+TRAIL kill,5,-8,-5,/,17,18
PGE2 EP2 inh,6,2,9,16,5,11
Furin inh,-20,-18,-19[20 µM],-17[20 µM],-30,-30
TbHK1 inh,30,-17,-15,-4,0,-6
p97 inhibitor,4,6,3,0,7,9

31) O=C(CNC(=S)N(CCCN1CCOCC1)Cc1cccs1)NCCCN1CCOCC1
32) COc1ccc(OC)c(-n2cnnn2)c1
33) O=C(COC(=O)CSc1ccc2ccccc2c1)NCc1ccc2c(c1)OCO2
34) CCOc1cc(N2CCOCC2)c(OCC)cc1NC(=O)Cc1ccccc1OC
35) CCNC(=O)NNC(=O)C1CC(c2cccs2)=NO1 (stereo unspecified)
36) O=C(NCc1ccc(Cl)cc1)c1csc(-c2cccnc2)n1

Screen / compound no.,31,32,33,34,35,36
RBBP9 inhibitor,0,-3,0,2,-4,-10
BaF3 tox,7,5,4,3,5,-1
NCF1 inh,-7,-4,-12,-6,3,-4
Ba/F3 V617F tox,1,1,-1,-3,2,-3
PPC-1+TRAIL kill,14,4,-4,33,5,25
PGE2 EP2 inh,8,9,9,11,4,8
Furin inh,-14,0,-21,-20,-21,-23
TbHK1 inh,-3,3,-2,-8,2,-9
p97 inhibitor,4,2,-1,10,-3,2

37) Nc1nc2c(s1)C(=O)CC(c1ccccc1)C2 (stereo unspecified)
38) CCCn1nc(C(=O)N2CC(=O)Nc3ccccc32)c2ccccc2c1=O
39) CCN1C(=O)C(CC(=O)Nc2cccc(C(C)=O)c2)S/C1=N\c1ccccn1 (stereo unspecified)
40) O=C(OC(C(=O)Nc1cc(Cl)cc(Cl)c1)c1ccccc1)C1=COCCO1 (stereo unspecified)
41) O=C(CCC(=O)OCc1cccc([N+](=O)[O-])c1)Nc1ccccc1Cl
42) CCOC(=O)c1cc2c(=O)n3ccccc3nc2n(CC2CCCO2)c1=NC(=O)/C=C/c1ccccc1 (stereo unspecified)

Screen / compound no.,37,38,39,40,41,42
RBBP9 inhibitor,0,-8,-3,-17,-3,-1
BaF3 tox,6,4,4,6,3,7
NCF1 inh,3,-8,-16,-28,-6,-7
Ba/F3 V617F tox,5,1,-2,-3,-3,3
PPC-1+TRAIL kill,-8,/,21,14,16,15
PGE2 EP2 inh,16,5,10,9,2,11
Furin inh,-5[20 µM],-23,-18,-32,-19,-31
TbHK1 inh,-9,-4,-1,3,2,-21
p97 inhibitor,-2,4,2,6,5,1

43) COc1ccccc1Cc1nc(-c2cccnc2)no1
44) CC(C)(C)NC(=O)CSc1nnc(-c2ccco2)n1Cc1ccco1
45) O=C(Nc1cccc(N=Cc2cc(Cl)cc(Br)c2O)c1)c1ccco1
46) CC1CCN(C2CC(=O)N(c3ccc(Br)cc3Br)C2=O)CC1 (stereo unspecified)
47) CC(C)(C)S(=O)(=O)/C(C#N)=C/c1sccc1C1OCCO1
48) CCCCc1nc(SCC(=O)Nc2ncccn2)n[nH]1

Screen / compound no.,43,44,45,46,47,48
RBBP9 inhibitor,-8,-4,-8,2,-8,-1
BaF3 tox,0,3,-1,-2,1,4
NCF1 inh,8,-8,14,-1,-14,-15
Ba/F3 V617F tox,3,1,-2,-3,-5,-1
PPC-1+TRAIL kill,0,25,26,5,-18,23
PGE2 EP2 inh,7,9,14,13,12,/
Furin inh,-17,-20,-17,-8,2,-6[20 µM]
TbHK1 inh,-3,-6,24,-11,-27,1
p97 inhibitor,-8,0,5,1,1,4

49) CCC(C(=O)OCC(=O)Nc1cc(Cl)ccc1Cl)c1ccccc1 (stereo unspecified)
50) Cc1nnc(SC(C(=O)c2ccccc2)c2ccccc2)[nH]c1=O (stereo unspecified)
51) O=C(COc1cccnc1[N+](=O)[O-])Nc1cccc(S(=O)(=O)N2CCOCC2)c1
52) CCCCN1C(=O)C(O)(CC(=O)c2c(C)coc2C)c2ccccc21 (stereo unspecified)
53) CCC(CC)C(=O)c1c[nH]c(C(=O)NCCOC)c1
54) O=C(NCC(c1cccnc1)N1CCN(c2ccc(F)cc2)CC1)c1ccccc1 (stereo unspecified)

Screen / compound no.,49,50,51,52,53,54
RBBP9 inhibitor,4,-5,1,0,-6,3
BaF3 tox,0,0,9,17,5,5
NCF1 inh,-5,-11,1,3,-3,-11
Ba/F3 V617F tox,-3,1,3,6,-1,3
PPC-1+TRAIL kill,7,9,22,29,-2,-9
PGE2 EP2 inh,7,8,15,5,11,9
Furin inh,-10,-30,-8,-24,-22,-15
TbHK1 inh,0,-9,-5,-3,-5,-2
p97 inhibitor,2,2,5,1,4,0

55) O=C(CSc1ccccc1)Nc1cc(Cl)ccc1Oc1ccccc1
56) CCOc1ccc(NC(=O)CN(c2cccc(C(F)(F)F)c2)S(C)(=O)=O)cc1
57) COc1ccc(-c2c3c(=O)n(C)c(=O)n(C)c3cn2-c2ccc(O)cc2)cc1
58) OCCNc1nc(SCc2ccccc2)nc2sc3c(c12)CCC3

Screen / compound no.,55,56,57,58
RBBP9 inhibitor,-1,0,-4,-1
BaF3 tox,8,5,3,7
NCF1 inh,-1,-10,-6,-34
Ba/F3 V617F tox,-1,4,1,4
PPC-1+TRAIL kill,5,-6,12,6
PGE2 EP2 inh,3,13,9,/
Furin inh,-10,-11[20 µM],-7,-10[20 µM]
TbHK1 inh,12,2,-1,-7
p97 inhibitor,-2,0,8,-9

Assay outcomes deposited in PubChem BioAssay by several laboratories.

An excerpt, so the mix of outcomes need not match the whole.
